Screening data as filed in PubChem.
uPA surface inh – cell surface uPA generation inhibition; AID 540303; cell surface uPA generation assay, qHTS; 330,000 compounds, 0.31% hits; Potency, µM (top dose mostly 38.3 µM), without a hit: at the top dose activity change, negative = inhibition, usual class: inhibitors; active = well fitted inhibition curve with a large enough effect; inconclusive = small, poorly fitted or top-dose-only effect; inactive = no such curve, though single readings can be large or run the other way; tested in mouse RAW 264.7 cells; note: potency is the fitted concentration of half-maximal effect; % is set by controls: 0 for no effect and ±100 for the full control effect; nearly all actives have a fitted effect of over 55% in size
Eya2 inh – blocks the phosphatase activity of human Eya2; O00167; recombinant Eya2, OMFP fluorescence dephosphorylation (OMFP is methylfluorescein phosphate); Potency, µM (series often up to 76.9 µM), inactives show at the highest dose activity, negative = inhibition, actives largely listed as inhibitors; 330,000 compounds, 0.006% hits; note: potency is the fitted concentration of half-maximal effect; % is set by controls: 0 for no effect and ±100 for the full control effect
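Eya2 protein (added as 0.2 uM solution) was preincubated with compound for 10 min at ambient temperature in 50 mM HEPES pH 7.5, 50 mM NaCl, 5 uM MgCl2, 0.05% BSA, 1 mM DTT. OMFP (added at 50 uM) then reacted 10 min; fluorescence read at 485/525 nm.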
Mito fusion yeast – inhibitors of mitochondrial division or activators of mitochondrial fusion. S. cerevisiae fusion-defective mutant growth rescue, CellTiterGlo 48 h. Potency, µM (titrated, usually from 46.1 µM), inactives show top-dose growth rescue (activation), actives largely listed as activators. 320,000 compounds, 0.23% hits. AID 485298;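 note: potency is the fitted concentration of half-maximal effect; % of control where 0% means no effect; nearly all actives have a fitted effect of over 45% in size; temperature-sensitive fusion mutants such as fzo1-1 at 37 °C on non-fermentable ethanol glycerol medium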
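Yeast fusion mutant, YPEG (non-fermentable carbon), compound, 48 h at 37C non-permissive; CellTiterGlo added, 10 min RT, luminescence read. Rescued growth = division inhibition.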
B2AR arrestin – recruits beta-arrestin to the human beta2-adrenergic receptor; P07550; beta-arrestin recruitment to beta2AR, cell-based reporter; Potency, µM (series often up to 46.1 µM), inactives show at the top dose activation, most hits filed as activators; 330,000 compounds, 0.02% hits; AID 492947;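 note: potency is the fitted concentration of half-maximal effect; 0% = DMSO controls and full agonism = EC100 isoproterenol or metaproterenol; nearly all actives have a fitted effect of over 65% in size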
TCR act – activators of T cell receptors; Potency, µM (series often up to 9.22 µM), for the others: at the top dose activation of IL-2 secretion, actives largely listed as activators; primary human leukocytes, anti-CD3, IL-2 HTRF, 48 h; 330,000 tested, under 10 active; AID 504894; note: % of control where 0% means no effect
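Compounds are tested in HTS on primary human leukocytes co-incubated with a-CD3 beads for 48 hr. IL-2 output is measured by time-resolved FRET.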
TSHR antagonist – blocks TSH signaling through the human TSH receptor; P16473; TSHR-expressing cells, TSH-stimulated cAMP HTRF, 2 h; active compounds read low; activity change, negative = inhibition, % at 11.5 µM; 330,000 compounds, 0.2% hits; AID 504810;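 active = activity change below a set negative limit, meaning inhibition stronger than a set level, cut at about -70% in these data; inconclusive = activity change between two set negative limits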; note: % is set by controls: 0 for no effect and ±100 for the full control effect
Target sequence (P16473 whole entry, looked up): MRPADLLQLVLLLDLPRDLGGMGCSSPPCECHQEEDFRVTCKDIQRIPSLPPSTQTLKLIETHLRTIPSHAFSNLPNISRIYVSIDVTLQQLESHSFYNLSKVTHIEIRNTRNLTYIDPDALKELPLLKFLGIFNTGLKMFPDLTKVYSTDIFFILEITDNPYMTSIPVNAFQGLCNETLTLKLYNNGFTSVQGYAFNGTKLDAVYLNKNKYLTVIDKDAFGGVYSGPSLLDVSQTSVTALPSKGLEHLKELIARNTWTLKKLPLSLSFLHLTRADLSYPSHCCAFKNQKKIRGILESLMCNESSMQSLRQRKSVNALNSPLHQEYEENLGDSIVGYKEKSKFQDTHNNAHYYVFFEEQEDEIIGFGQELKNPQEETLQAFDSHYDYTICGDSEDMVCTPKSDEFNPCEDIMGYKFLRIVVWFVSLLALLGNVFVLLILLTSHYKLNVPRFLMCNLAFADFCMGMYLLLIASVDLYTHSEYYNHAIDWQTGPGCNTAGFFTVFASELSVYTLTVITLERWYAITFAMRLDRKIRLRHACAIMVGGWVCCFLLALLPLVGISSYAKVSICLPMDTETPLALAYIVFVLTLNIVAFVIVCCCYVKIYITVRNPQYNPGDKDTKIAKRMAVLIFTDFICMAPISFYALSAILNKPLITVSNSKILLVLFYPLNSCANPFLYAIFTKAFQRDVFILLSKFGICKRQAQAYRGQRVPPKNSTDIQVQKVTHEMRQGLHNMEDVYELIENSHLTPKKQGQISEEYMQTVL
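TSHR-expressing cells were treated with compounds, then stimulated with TSH at EC80 (4nM final) for 2 hours at 37 deg C. Cellular cAMP was measured by HTRF competition between lysate cAMP and cAMP-d2 for a cryptate-labelled anti-cAMP antibody.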
PTAP TSG101 blk – blocks PTAP/TSG101 interaction to inhibit HIV-1 budding. AID 493005. Q99816. Fluorescence polarization, FITC-PTAP peptide / Tsg101 binding. 340,000 tested, under 10 active. Potency, µM (top dose mostly 115 µM), without a hit: at the highest dose activity change, negative = inhibition, usual class: inhibitors; active = well fitted inhibition curve with a large enough effect in the main read-out, with a control signal flat, not every such curve was filed as active; inconclusive = small, poorly fitted or top-dose-only effect, or effect the other way, or a change in a side signal; inactive = no such curve, though single readings can be large or run the other way; note: potency is the fitted concentration of half-maximal effect; % of control where 0% means no effect
Target sequence (Q99816 whole entry, looked up): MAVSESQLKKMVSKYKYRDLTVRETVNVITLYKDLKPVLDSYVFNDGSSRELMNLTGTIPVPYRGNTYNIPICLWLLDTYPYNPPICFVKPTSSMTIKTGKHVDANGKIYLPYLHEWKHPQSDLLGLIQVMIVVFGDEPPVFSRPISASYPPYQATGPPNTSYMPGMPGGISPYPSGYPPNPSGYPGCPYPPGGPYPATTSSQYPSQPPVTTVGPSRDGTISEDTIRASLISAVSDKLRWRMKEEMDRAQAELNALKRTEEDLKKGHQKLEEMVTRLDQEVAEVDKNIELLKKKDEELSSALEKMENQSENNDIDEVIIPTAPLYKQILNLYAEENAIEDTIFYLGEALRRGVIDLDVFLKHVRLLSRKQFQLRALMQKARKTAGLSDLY
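Compounds were pin-transferred onto Tsg101 binding domain (10 uM final) in HEPES pH 7.5 buffer, then FITC-PTAP peptide was added at 50 nM final. After 20 min at RT, polarization reported peptide displacement across a qHTS concentration series.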
ELG1 repair inh – ELG1-dependent DNA repair inhibition; HEK293T ELG1-luciferase reporter, luminescence, 16 h; DNA damage induced by 5-fluorouridine; Potency, µM (titrated, usually from 46.1 µM), inactives show at the top dose activity change, negative = inhibition, hits mostly inhibitors; 330,000 compounds, 2.3% hits; AID 504467; note: potency is the fitted concentration of half-maximal effect; % is set by controls: 0 for no effect and ±100 for the full control effect; nearly all actives have a fitted effect of over 55% in size
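Overnight (16 hr) co-exposure of 2,000 cells/well to 5-fluorouridine and compound at 37 °C preceded detection. Luciferase was quantified via ONE-Glo luminescence; loss of signal denotes inhibition.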
USP2a inh – blocks human ubiquitin-specific protease USP2a | 330,000 compounds, 0.01% hits | AID 463254 | USP2 core, Ub-CHOP2 coupled fluorogenic reporter, 485/531 | O75604 | Potency, µM (doses to about 38.3 µM), without a hit: at the highest dose activity change, negative = inhibition, usual class: inhibitors;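 note: potency is the fitted concentration of half-maximal effect; plate controls were DMSO wells for no effect and full inhibition by NEM control for full effect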
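Deubiquitinase activity read as fluorescence (485/531 nm) after Ub-CHOP2 cleavage activates the enterokinase reporter on its substrate; USP2 core 10nM, Ub-CHOP2 and substrate 25nM each, 30min compound preincubation then 60min RT; data normalized to NEM, curves fitted.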
Tb PFK block – T. brucei PFK enzyme inhibition; Potency, µM (titrated, usually from 57.5 µM), for the others: at the top dose activity, negative = inhibition, most hits filed as inhibitors; O15648; 330,000 compounds, 0.17% hits; T. brucei PFK, ADP-Glo luminescence;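 note: potency is the fitted concentration of half-maximal effect; 0% = uninhibited 1x PFK enzyme wells and -100% = no-enzyme wells; nearly all actives have a fitted effect of over 60% in size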
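1.25 nM PFK with 0.5 mM F6P and 0.1 mM ATP in 0.1 M TEA pH 8.0, 5 mM MgCl2, incubated 45 min at room temperature; ADP measured by ADP-Glo luminescence; compounds titrated up to 57 uM.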
BCR signal inh – chronic active BCR signaling inhibition | ABC-DLBCL IkBa-CBG/CBR reporter, luminescence ratio, 4 h | 340,000 compounds, 0.05% hits | Potency, µM (top dose mostly 46.1 µM), without a hit: at the highest dose ratio change, negative = lower green/red ratio, actives largely listed as inhibitors | AID 493014; active = well fitted inhibition curve with a large enough effect in the signal ratio, with a control signal flat, not every such curve was filed as active; inconclusive = small, poorly fitted or top-dose-only effect, or effect the other way, or a change in a side signal; the % refers to the signal ratio;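 note: potency is the fitted concentration of half-maximal effect; plate controls were basal doxycycline-induced cells for no effect and cells given 10 µM MG132 for full effect; MG132 reads +100%, hits lower the ratio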
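TMD8 ABC-DLBCL cells carrying doxycycline-inducible green luciferase fused to IkappaBalpha plus unfused red luciferase were exposed to compounds (up to 46 uM) for 4 hrs at 37C. Activity came from the overlap-corrected green/red luminescence ratio.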
Numbers without * were called inactive. Unless noted, calls come from the whole dose curve; as a rule, active = well fitted curve in the direction sought with a large enough effect; inconclusive = small, poorly fitted or top-dose-only effect, or another doubt; inactive = no such curve, though single readings can be large; an effect the other way counts as inactive or inconclusive. Outcome played no part in choosing rows. Share with any hit: about 3%.

What do the screens show for `CCOC(=O)C1CCN(S(=O)(=O)c2ccc(C(C)(C)C)cc2)CC1`?
uPA surface inh: -1.1%; Eya2 inh: 6.9%; Mito fusion yeast: 6.3%; B2AR arrestin: 0.2%; TCR act: -5.3%; TSHR antagonist: 18.8; PTAP TSG101 blk: -2.5%; ELG1 repair inh: -13.8%; USP2a inh: 0.9%; Tb PFK block: 0.6%; BCR signal inh: -0.9%

What do the screens show for `Cc1c(Cl)cccc1NC(=O)CCN1CCCC(C)C1` (configuration not stated)?
uPA surface inh: -11.0%; Eya2 inh: 2.0%; Mito fusion yeast: -0.3%; B2AR arrestin: -1.0%; TSHR antagonist: 2.1; PTAP TSG101 blk: -5.9%; ELG1 repair inh: -2.3%; USP2a inh: 3.7%; Tb PFK block: -5.3%; BCR signal inh: -0.4%

What do the screens show for `CC(C)(C)NC(=O)NC(=O)CN1CCN(S(=O)(=O)c2ccc3c(c2)OCCO3)CC1`?
uPA surface inh: 3.1%; Eya2 inh: -28.8%; Mito fusion yeast: 3.6%; B2AR arrestin: -0.9%; TCR act: -2.6%; TSHR antagonist: -9.7; PTAP TSG101 blk: -5.2%; ELG1 repair inh: -0.6%; USP2a inh: 0.9%; Tb PFK block: 2.8%; BCR signal inh: -0.1%

How did CC(C)(C)OC(=O)C(C)(C)Sc1nnc(N)s1 do in these assays?
uPA surface inh: 6.9%; Eya2 inh: -6.2%; Mito fusion yeast: -2.3%; B2AR arrestin: -0.3%; TCR act: 2.8%; TSHR antagonist: -1.7; PTAP TSG101 blk: 2.6%; ELG1 repair inh: -3.3%; USP2a inh: 0.9%; Tb PFK block: 0.4%; BCR signal inh: -7.9%

What do the screens show for `CCCCC(=O)Nc1cccc(NC(=O)c2cccnc2Cl)c1`?
uPA surface inh: 9.9%; Eya2 inh: inconclusive; Mito fusion yeast: -2.4%; B2AR arrestin: 0.0%; TCR act: 6.2%; TSHR antagonist: 8.7; PTAP TSG101 blk: -2.5%; ELG1 repair inh: 2.9%; USP2a inh: -0.2%; Tb PFK block: -1.5%; BCR signal inh: inconclusive

How did Nc1nc(SCC(=O)Nc2ccc(Cl)cc2C(F)(F)F)n[nH]1 do in these assays?
uPA surface inh: 4.9%; Eya2 inh: -3.6%; Mito fusion yeast: -1.9%; B2AR arrestin: -0.7%; TCR act: -1.4%; TSHR antagonist: -4.5; PTAP TSG101 blk: -1.8%; ELG1 repair inh: 4.8%; USP2a inh: 0.1%; Tb PFK block: -2.1%; BCR signal inh: -2.4%

Results for CCc1ccc(C(=O)Nc2ccc(C)c(NS(C)(=O)=O)c2)cc1 ?
uPA surface inh: 3.0%; Eya2 inh: -23.7%; Mito fusion yeast: -1.9%; B2AR arrestin: -0.3%; TCR act: 0.9%; TSHR antagonist: -0.5; PTAP TSG101 blk: -4.3%; ELG1 repair inh: inconclusive; USP2a inh: 2.7%; Tb PFK block: 3.2%; BCR signal inh: -0.8%

Results for O=C(NCC(c1ccc(F)cc1)N1CCOCC1)c1ccc([N+](=O)[O-])o1 (configuration not stated) ?
uPA surface inh: -16.0%; Eya2 inh: -12.0%; B2AR arrestin: -0.5%; TCR act: -0.7%; TSHR antagonist: 2.2; PTAP TSG101 blk: -1.4%; ELG1 repair inh: inconclusive; USP2a inh: 1.9%; Tb PFK block: 0.0%; BCR signal inh: 1.0%

What do the screens show for `Cc1nc(C(=O)NNC(=O)c2ccccc2)c(C(F)(F)F)o1`?
uPA surface inh: 0.8%; Eya2 inh: -2.9%; Mito fusion yeast: 1.8%; B2AR arrestin: -0.7%; TCR act: 8.2%; TSHR antagonist: -3.1; PTAP TSG101 blk: -2.5%; ELG1 repair inh: inconclusive; USP2a inh: 0.5%; Tb PFK block: 1.9%; BCR signal inh: -17.3%

Results for Cc1cc2nc3c(=O)n(Cc4ccccc4)c(=O)[nH]c3nc2cc1N ?
uPA surface inh: -2.7%; Eya2 inh: 15.9%; Mito fusion yeast: 0.7%; B2AR arrestin: 0.0%; TCR act: 3.4%; TSHR antagonist: -2.9; PTAP TSG101 blk: inconclusive; ELG1 repair inh: 0.4%; USP2a inh: inconclusive; Tb PFK block: -3.4%; BCR signal inh: 5.5%

What do the screens show for `O=C(NCCCN1CCCC1=O)c1cccc(NS(=O)(=O)c2ccc(Br)cc2)c1`?
uPA surface inh: inconclusive; Eya2 inh: -3.3%; Mito fusion yeast: 1.3%; B2AR arrestin: -1.0%; TCR act: -3.3%; TSHR antagonist: -2.5; PTAP TSG101 blk: -2.6%; ELG1 repair inh: -6.2%; USP2a inh: -0.7%; Tb PFK block: -2.6%; BCR signal inh: 5.8%

What do the screens show for `Cc1cccc(N(Cc2cc(=O)[nH]c3ccccc23)C(=O)CCl)c1`?
uPA surface inh: 7.08µM*; Eya2 inh: 13.4%; Mito fusion yeast: -17.3%; B2AR arrestin: 0.4%; TCR act: 1.8%; TSHR antagonist: -4.4; PTAP TSG101 blk: -4.2%; ELG1 repair inh: inconclusive; USP2a inh: -1.8%; Tb PFK block: 1.4%; BCR signal inh: inconclusive

How did CCCC12CN3CC(C)(CN(C1)C31CCCCC1)C2=O do in these assays?
uPA surface inh: 6.1%; Eya2 inh: 14.7%; Mito fusion yeast: -0.9%; B2AR arrestin: 0.2%; TCR act: -0.8%; TSHR antagonist: -0.5; PTAP TSG101 blk: -0.8%; ELG1 repair inh: -3.1%; USP2a inh: 1.1%; Tb PFK block: 2.4%; BCR signal inh: inconclusive

Results for Cc1snc2sc(C(=O)c3ccc(Br)cc3)c(N)c12 ?
uPA surface inh: 5.0%; Eya2 inh: 22.2%; Mito fusion yeast: 2.2%; B2AR arrestin: -0.2%; TCR act: 0.7%; TSHR antagonist: 6.8; PTAP TSG101 blk: 0.0%; ELG1 repair inh: inconclusive; USP2a inh: -0.8%; Tb PFK block: -2.1%; BCR signal inh: 3.7%

Results for Cc1ccc(N2C(=O)CC(n3ccnc3)C2=O)cc1C (configuration not stated) ?
uPA surface inh: 2.1%; Eya2 inh: -0.6%; Mito fusion yeast: 0.6%; B2AR arrestin: -3.8%; TCR act: 2.0%; TSHR antagonist: 2.7; PTAP TSG101 blk: 0.8%; ELG1 repair inh: 4.6%; USP2a inh: 0.1%; Tb PFK block: -0.3%; BCR signal inh: -5.3%

Results for COc1ccc(N2CCN(S(=O)(=O)c3c(C)nc4scc(C)n4c3=O)CC2)cc1 ?
uPA surface inh: -4.3%; Eya2 inh: -13.8%; Mito fusion yeast: -8.8%; B2AR arrestin: -0.3%; TCR act: 9.1%; TSHR antagonist: 6.7; PTAP TSG101 blk: -0.9%; ELG1 repair inh: 1.6%; USP2a inh: 2.3%; Tb PFK block: -15.5%; BCR signal inh: -11.0%

Results for CC1CCCC(C)N1S(=O)(=O)c1ccc(S(=O)(=O)N2CCOCC2)cc1 (configuration not stated) ?
uPA surface inh: -0.5%; Eya2 inh: 11.4%; Mito fusion yeast: 1.3%; B2AR arrestin: 0.2%; TCR act: 10.3%; TSHR antagonist: -2.2; PTAP TSG101 blk: -3.4%; ELG1 repair inh: 13.1%; USP2a inh: 7.1%; Tb PFK block: -5.5%; BCR signal inh: -8.1%

Results for CCOc1cc(C(=O)NC(C)c2ccncc2)cc(OCC)c1OCC (configuration not stated) ?
Eya2 inh: 0.3%; Mito fusion yeast: -7.8%; B2AR arrestin: -3.0%; TSHR antagonist: 5.8; PTAP TSG101 blk: -2.3%; ELG1 repair inh: 11.2%; USP2a inh: 1.9%; Tb PFK block: 1.6%; BCR signal inh: 0.9%

What do the screens show for `COc1ccccc1CNC(=O)CN1C(=O)C(C)N(c2ccc(C)cc2)C1=O` (configuration not stated)?
uPA surface inh: 1.7%; Eya2 inh: -15.3%; Mito fusion yeast: 0.1%; B2AR arrestin: -0.2%; TCR act: 1.7%; TSHR antagonist: 2.4; PTAP TSG101 blk: -4.9%; ELG1 repair inh: 4.1%; USP2a inh: 1.3%; Tb PFK block: -0.2%; BCR signal inh: 1.2%

How did CCOC(=O)c1c(NC(=O)CSc2ncccn2)sc(C(=O)NC)c1C do in these assays?
uPA surface inh: -44.2%; Eya2 inh: 10.8%; Mito fusion yeast: -1.8%; B2AR arrestin: -0.2%; TCR act: -2.3%; TSHR antagonist: -15.7; PTAP TSG101 blk: -0.2%; ELG1 repair inh: -27.7%; USP2a inh: 2.4%; Tb PFK block: 2.4%; BCR signal inh: 0.5%
